EPAC2 antagonist: blocks human EPAC2 exchange factor; EPAC2 GEF exchange of Rap1B-BODIPY-GDP, fluorescence; AID 720708; Q8WZA2; Potency, µM (doses to about 114 µM), for the others: at the top dose activity, negative = inhibition, hits mostly inhibitors; 360,000 compounds, 0.18% hits; note: potency is the fitted concentration of half-maximal effect; % is set by controls: 0 for no effect and ±100 for the full control effect; nearly all actives have a fitted effect of over 45% in size; many of its hits are not listed in these tables
TDP43 rescue: inhibitors of TDP-43 toxicity in yeast; AID 652104; Potency, µM (top dose mostly 46.1 µM), for inactives: at the highest dose growth rescue (activation), actives largely listed as activators; 410,000 compounds, 1.8% hits; TDP-43 expressing yeast growth rescue, BacTiter-Glo, 24 h; note: potency is the fitted concentration of half-maximal effect; % of control where 0% means no effect; nearly all actives have a fitted effect of over 50% in size
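Luminescence from BacTiter-Glo reports growth of TDP-43-expressing yeast after 24 hr at 30 deg C with compound. Cells were raffinose-pregrown to mid-log, then seeded in galactose medium at OD600=0.02.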
D3 antag: D3 dopamine receptor (human) antagonism; AID 652054; 360,000 compounds, 2.5% hits; max response, negative = inhibition, %; D3R cells, DiscoveRx beta-arrestin luminescence, antagonist mode; active compounds read low; in the data active = max response below about -50%; inconclusive = no clear call, values can overlap the other calls; note: % is set by controls: 0 for no effect and ±100 for the full control effect; mostly tested at two doses, the higher about 12 µM
Target sequence (P35462 whole entry, looked up): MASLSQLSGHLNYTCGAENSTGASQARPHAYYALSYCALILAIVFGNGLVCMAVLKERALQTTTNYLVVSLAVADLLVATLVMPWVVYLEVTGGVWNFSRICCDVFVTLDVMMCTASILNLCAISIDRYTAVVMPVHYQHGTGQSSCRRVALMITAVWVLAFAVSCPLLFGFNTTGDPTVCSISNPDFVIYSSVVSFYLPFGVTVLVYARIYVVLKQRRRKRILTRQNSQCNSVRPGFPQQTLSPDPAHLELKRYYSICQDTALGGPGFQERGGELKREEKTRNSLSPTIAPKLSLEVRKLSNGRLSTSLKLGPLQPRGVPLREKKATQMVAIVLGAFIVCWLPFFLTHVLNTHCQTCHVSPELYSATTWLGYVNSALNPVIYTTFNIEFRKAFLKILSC
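Cells plated overnight at 1500 cells/well, then exposed to library compounds with dopamine controls for 90 minutes at 37 degrees C. DiscoveRx reagent added for 30–60 minutes at room temperature; luminescence read, quantitative HTS format.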
aSyn yeast inh: inhibitors of alpha-synuclein toxicity in yeast. Yeast expressing alpha-synuclein, growth rescue, BacTiter-Glo, 24 h. Potency, µM (doses to about 46.1 µM), for the others: at the highest dose growth rescue (activation), most hits filed as activators. 370,000 compounds, 0.14% hits. AID 652106; note: potency is the fitted concentration of half-maximal effect; % of control where 0% means no effect; nearly all actives have a fitted effect of over 65% in size
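Rescue of yeast growth: cells expressing toxic alpha-synuclein, induced in galactose at OD600 0.02, incubated with compound 24 h at 30 C. ATP luminescence quantified growth; inhibitors of toxicity appear as activators.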
FUS suppressor: FUS proteinopathy suppression in yeast | S. cerevisiae FUS-expressing, growth rescue, OD600, 24 h | Potency, µM (highest dose often 76.6 µM), without a hit: at the top dose growth rescue (activation), hits mostly activators | 390,000 compounds, 0.24% hits | AID 1347120;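 note: potency is the fitted concentration of half-maximal effect; plate controls were DMSO vehicle for no effect and reference control for full effect; nearly all actives have a fitted effect of over 55% in size; some results filed as inactive show a strong effect at the top dose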
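FUS-expressing yeast, raffinose-pregrown, induced in 2% galactose minimal medium at OD 0.005; compounds in a dilution series, 24hr at 30C. Growth restoration read as absorbance at 600 nm. CP55940 positive control, DMSO negative.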
Abeta rescue: compounds reversing amyloid beta toxicity in yeast | AID 1347071 | 410,000 compounds, 0.063% hits | Potency, µM (highest dose often 46.1 µM), without a hit: at the highest dose growth rescue, actives largely listed as activators | yeast expressing A-beta42, growth rescue, OD600, 48 h; response scale: 0% DMSO, 100% iron-clioquinol control; note: potency is the fitted concentration of half-maximal effect; nearly all actives have a fitted effect of over 55% in size
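Yeast growth medium received pinned compounds, then yeast cells expressing toxic A-beta were added; plates incubated at 30 C for 48 hr. Growth read as absorbance at 600 nm, normalized to DMSO and equimolar FeCl3 plus clioquinol controls.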
D3 ag: agonists of human D3 dopamine receptor; P35462; D3R DiscoveRx beta-arrestin cells, luminescence, 90 min; max activation, %; 410,000 compounds, 0.58% hits; AID 652048; in the data active = max activation above about 30%; note: 0% is about no effect; mostly tested at two doses, the higher about 12 µM
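Agonist-mode cell screen: cells plated at 1500/well and incubated overnight at 37 °C, then exposed to library compounds for 90 min at 37 °C. Detection reagent was added for 30–60 min at room temperature, and luminescence was read.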
EPAC2 agonist: agonists of human EPAC2 (RAPGEF4) | Q8WZA2 | EPAC2 activation, biochemical qHTS; response scale: 100% = 6.5 mM cAMP response | Potency, µM (titrated, usually from 154 µM), for the others: at the top dose activation, actives largely listed as activators | 360,000 compounds, 0.079% hits; note: potency is the fitted concentration of half-maximal effect; nearly all actives have a fitted effect of over 50% in size
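Setup: EPAC2 100 nM, labeled Rap1B complex 250 nM, free GDP 50 uM. Compound titrations pinned in, brief spin, 5 min room temperature incubation. Kinetic fluorescence read over 30 min, normalized to 6.5 mM cAMP.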
* marks the source's active call; other numbers are inactive results; ? = inconclusive; · = no result given; & = joins results of further samples; [ ] = another dose, or the depositor's remark. Unless noted, calls come from the whole dose curve; as a rule, active = well fitted curve in the direction sought with a large enough effect; inconclusive = small, poorly fitted or top-dose-only effect, or another doubt; inactive = no such curve, though single readings can be large; an effect the other way counts as inactive or inconclusive. Not all compounds are listed; rates above refer to the full screens.

SMILES	EPAC2 antagonist	TDP43 rescue	D3 antag	aSyn yeast inh	FUS suppressor	Abeta rescue	D3 ag	EPAC2 agonist
Cc1ccc(C2CCN(C(=O)Nc3ccc(F)cc3)C2)cc1 (stereo not given)	3%	27%	-12	-4%	9%	-12%	12	16%
COCCN(CC(=O)NC1CCCCC1)C(=O)/C=C/C(=O)c1ccc(OC)cc1O	-17%	14µM*	12	11%	8%	-44%[inhibitor]	2	-4%
Clc1cccc(CNc2ccn3nc(-c4ccc(OCc5ccccc5)cc4)cc3n2)c1	18%	-3%	0	-5%	14%	-23%	0	13%
Cc1cc(C)n(C(=O)Cn2nc(C)c(Br)c2C)n1	4%	23%	-13	-2%	-6%	3%	0	-5%
CCC(=O)N1CCc2cc(S(=O)(=O)NC(C(=O)NCCc3ccc(OC)c(OC)c3)C(C)C)ccc21 (stereo not given)	·	-14%	·	·	2%	-21%	-15	·
Nn1cnnc1N/N=C\c1ccc(-c2ccccc2[N+](=O)[O-])o1	-3%	-3%	?	-3%	38%	-12%	-28	-4%
Cc1ccc(N(C)C(=O)c2cc(S(=O)(=O)N3CCCC3)cn2C)cc1	0%	-7%	-1	-2%	-11%	-10%	2	6%
COc1ccccc1-c1cc(C(F)(F)F)nc(S(=O)(=O)CCCC(=O)Nc2cc(OC)c(OC)c(OC)c2)n1	·	7%	·	·	-11%	-6%	-13	·
CCN1C(=O)[C@H]2[C@H]3CN=C(SCc4ccc(C)cc4)N3[C@@](C)(C(=O)OC)[C@H]2C1=O	-3%	20%	11	2%	-12%	1%	5	0%
Cc1cccc(NC(=O)Nc2ccc(Cl)c(Cl)c2)n1	5%	8%	11	-7%	-5%	-6%	3	5%
C/C(=N\OCC(=O)Nc1nc2ccccc2s1)c1ccccc1	3%	19%	13	-3%	·	7%	2	4%
COc1ccc2c(c1)c1c(c(=O)n(-c3ccccc3)c(=O)n1CC(=O)NCc1ccc(C)cc1)n2C	·	27%	·	·	18%	-3%	-1	·
COc1ccc(OC)c(CCNC(=O)CSc2ccsc2[N+](=O)[O-])c1	4%	9%	3	-4%	20%	-1%	2	3%
Cc1ccc(N(CC(=O)NC(C)c2ccccc2)S(=O)(=O)c2c(C)noc2C)cc1 (stereo not given)	7%	-16%&-6%	1	-4%	12%&14%	-6%&1%	3&-8	-3%
CCCOc1ccc(/C(O)=C2/C(=O)C(=O)N(CCN3CCOCC3)C2c2ccccc2)cc1 (stereo not given)	20%	-14%	-19	10%	7%	9%	1	17%
Cc1ccc(CNC(=O)c2cc(NS(=O)(=O)c3ccc(C)cc3)ccn2)cc1	·	?	·	·	1%	3%	7	·
COc1ccc(C2CC(=O)Nc3c2c(=O)nc2c(C)cccn32)cc1OC (stereo not given)	·	26%[9.22 µM]	·	·	-22%	-7%	2	·
Cn1ccnc1Sc1nnnn1-c1ccccc1	10%	4%	14	1%	-2%	4%	0	5%
CCOc1ccccc1CN1CCNC(=O)C1CC(=O)N(C)Cc1cnccn1 (stereo not given)	-3%	-2%	0	-2%	21%	-2%	-3	14%
CCN1C(=O)[C@H]2[C@@H](c3ccc(-c4ccc(F)cc4)c(OC)c3)N[C@@](Cc3ccccc3)(C(=O)OC)[C@H]2C1=O	14%	5%	-24	2%	29%	10%	-2	6%
O=S(=O)(NCCN1CCCC1)c1ccc(C(F)(F)F)cc1	6%	15%	?	-3%	-5%	1%	-4	9%
COC(=O)CCN(C(=O)C1CCN(S(=O)(=O)c2c(C)noc2/C=C/c2ccccc2F)CC1)c1ccccc1	·	2%	·	·	3%	1%	1	·
COc1ccc(C(=O)C2CCCN(C(=O)c3csc(C(C)=O)c3)C2)c(C)c1 (stereo not given)	-12%	11%	-5	0%	1%	8%	-3	7%
CCCCCNC(=O)C(CCc1ccccc1)n1c(=O)c(-c2ccccc2)nc2ccccc21 (stereo not given)	5%	?	13	6%	29%	7%	5	4%
COc1ccc(CCNc2ncnc3sccc23)cc1OC	8%	?	15	-1%	13%	21%	9	11%
SMILES	EPAC2 antagonist	TDP43 rescue	D3 antag	aSyn yeast inh	FUS suppressor	Abeta rescue	D3 ag	EPAC2 agonist
Cn1c(=O)n(CC(=O)O)c(=O)c2c1nc1n2CCCN1Cc1ccccc1	9%	15%	10	-3%	-16%	5%	1	19%
Cc1ccc(S(=O)(=O)N(C)C)cc1NC(=O)COC(=O)COc1ccc2c(C)cc(=O)oc2c1	8%	16%	-6	-4%	·	-5%	-17	-4%
CC(C)SCc1cc(N2CCCC2)nc(-c2ccccc2)n1	-7%	9%	-1	9%	12%	-3%	-3	11%
Cc1cc(Oc2nnnn2-c2ccccc2)ccc1Cl	1%	?	-16	9%	7%	1%	-4	9%
O=C(Nc1cccc(-c2ccc3nncn3n2)c1)C(F)(F)F	-1%	13%	16	3%	-2%	·	3	2%
O=c1c2c([nH]n1-c1ccccc1)CCCC2	-7%	-15%[9.22 µM]	8	2%	-3%	18%	11	0%
CC(=O)Nc1cccc(-c2csc(Nc3cccc(C)n3)n2)c1	-11%	-1%	7	-24%	5%	16%	0	22%
C[C@H](C(O)c1ccccc1)N(C)C(=O)CN (stereo not given in full)	29%	0%	-9	-1%	-11%	-6%	7	4%
Cc1ccc(-n2c(C)cc(/C=N/NC(=O)CC3(C)OCCO3)c2C)cc1	14%	0%	-20	6%	24%	7%	0	0%
CCOC(=O)CC1(C)N(S(=O)(=O)c2ccc(C)cc2)c2ccccc2N1S(=O)(=O)c1ccc(C)cc1	3%	7%	5	6%	14%	-3%	7	5%
CC(C)C(=O)N1CCC1(C)C(=O)NCc1ccc(C(C)(C)C)cc1 (stereo not given)	-6%	2%	0	-3%	-2%	-9%	-5	9%
O=C(Nc1cc(Cl)ccc1-n1cncn1)c1cn2ccccc2n1	-1%	0%	-2	14%	15%	2%	-3	2%
Cc1cc(S(=O)(=O)N2CCC(N3CCCCC3)CC2)ccc1-n1cnnn1	12%	9%	11	-5%	·	-5%	-11	2%
Cc1[nH]c2ccccc2c1SCc1n[nH]c(=S)n1C	1%	5%	-14	-7%	17%	4%	-8	15%
COc1ccc(/C=C2\SC(=S)N(CCC(=O)N3CCCCC3)C2=O)cc1	-4%	22%	3	8%	0%	-1%	5	-4%
CN(C)c1ccc(/C=N/NC(=S)NCc2ccco2)cc1	0%	?	-7	-14%	·	11%	-4	5%
OCC1(Cc2ccccc2)CCCN(Cc2ccc3c(c2)OCCO3)C1 (stereo not given)	1%	4%	?	0%	14%	5%	-19	-8%
COC(=O)c1ccc(Oc2ccc(S(=O)(=O)N3CCCCC3)cc2N)cc1	-2%	?	?	13µM*	52%	-24%	-9	18%
CCCCc1nnc(NC(=O)CN2C(=O)c3ccccc3C2=O)s1	3%	18%	3	-1%	-28%	13%	10	4%
Cc1noc(C)c1C(=O)OCC(=O)N(C)C1CCS(=O)(=O)C1 (stereo not given)	7%	6%	1	2%	4%	-4%	0	-3%
O=c1c(N2CCN(c3cccc(C(F)(F)F)c3)CC2)csc2ccccc12	·	19%	·	·	26%	1%	-22	·
COCCCNC(=O)CSc1nc2ccccc2c(=O)n1Cc1ccc2c(c1)OCO2	7%	11%	12	2%	0%	-4%	1	-10%
Cc1ccc(O)c(C(=O)CC(=O)c2ccc(C(C)(C)C)cc2)c1	-8%	18%	6	10%	31%	-9%	-1	9%
CC(C)(C)c1ccc(/C=C(\C#N)C(=O)Nc2ccccn2)cc1	-19%	-21%	-2	-11%	0%	-8%	-1	10%
Cc1cc(C)cc(NC(=O)Cn2ncn3c(cc4ccccc43)c2=O)c1	-2%	-5%	17	3%	10%	4%	-4	5%
SMILES	EPAC2 antagonist	TDP43 rescue	D3 antag	aSyn yeast inh	FUS suppressor	Abeta rescue	D3 ag	EPAC2 agonist
O=c1c2oc3ccccc3c2n(Cc2ccccc2Cl)c(=O)n1Cc1ccc2c(c1)OCO2	·	3%	·	·	-21%	-21%	2	·
CCOC(=O)c1sc(NS(=O)(=O)c2ccc(NC(C)=O)cc2)nc1C	0%	-10%	11	2%	13%	2%	-7	-5%
COc1cc(C(=O)NCC(=O)Nc2c(C)cccc2C)ccc1OCc1ccccc1	0%	26%	-8	6%	·	6%	0	2%
Cc1ccc2oc(C(=O)N(Cc3cccc(F)c3)C3CCS(=O)(=O)C3)c(C)c2c1 (stereo not given)	·	14%	·	·	33%	-2%	-3	·
O=C(O)c1ccc(NC(=O)c2cn(-c3ccccc3)nc2-c2ccc(Cl)cc2)cc1	-15%	-12%	30	3%	11%	-24%	17	-19%
CSc1nnc(C)c(/C=C/Nc2ccc(C)cc2)n1	17%	-21%	?	-1%	11%	-25%	-8	3%
NC(=O)c1c(NC(=O)COC(=O)c2ccc(O)c(Cl)c2)sc2c1CCCC2	-8%	-10%	5	-5%	21%	-1%	8	-14%
CC1C/C(=N\NC(=O)c2ccc(NS(=O)(=O)c3ccc(Br)cc3)cc2)CC(C)(C)C1 (stereo not given)	-10%	10%	2	-3%	?	6%	-20	8%
CN(C)c1ccc(NC(=O)c2cnsn2)cc1	1%	1%	-4	-7%	12%	7%	-7	5%
Cc1cc(C)c2cc(C(=O)Nc3ccccc3)[nH]c2c1	0%	?	-15	3%	6%	3%	-10	6%
CC1CCCC(C)N1S(=O)(=O)c1ccc(S(=O)(=O)NCCc2ccncc2)cc1 (stereo not given)	-2%	-22%	-18	7%	-2%	6%	-15	10%
Cc1ccccc1OCCCCn1c(CO)nc2ccccc21	-2%	·	43	5%	12%	-5%	3	5%
CCN(C=NC1=NN(c2cccc(C(F)(F)F)c2)CC1)CC	-14%	-2%	-11	-4%	·	-19%	-5	7%
COc1cccc2c1OC1(C)CC2NC(=O)N1 (stereo not given)	-6%	27%	15	0%	19%	4%	-3	5%
Cc1cccc(OCC(=O)Nc2ccc3c(c2)OCCO3)c1	0%	18µM*	24	-2%	-11%	25%	1	6%

3 compounds from above, ordered by molecular weight, low to high.
SMILES	EPAC2 antagonist	TDP43 rescue	D3 antag	aSyn yeast inh	FUS suppressor	Abeta rescue	D3 ag	EPAC2 agonist
COc1cccc2c1OC1(C)CC2NC(=O)N1 (stereo not given)	-6%	27%	15	0%	19%	4%	-3	5%
Cc1cccc(OCC(=O)Nc2ccc3c(c2)OCCO3)c1	0%	18µM*	24	-2%	-11%	25%	1	6%
CCN(C=NC1=NN(c2cccc(C(F)(F)F)c2)CC1)CC	-14%	-2%	-11	-4%	·	-19%	-5	7%

Bioassay records deposited in PubChem by National Center for Advancing Translational Sciences (NCATS).
